Rv3671c inh: Rv3671c serine protease inhibitors, primary screen, biochemical, fluorescence polarization, M. tuberculosis H37Rv. AID 2606, 2010. inhibition, % at 5.96 µM. 320,000 tested, 0.048% active. P9WHR9; in the data active = inhibition above about 38%;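 also: extracellular domain of Rv3671c used as enzyme; 0% = enzyme with DMSO and 100% = no enzyme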
Target sequence (P9WHR9 whole entry, looked up, the tested form may be a part): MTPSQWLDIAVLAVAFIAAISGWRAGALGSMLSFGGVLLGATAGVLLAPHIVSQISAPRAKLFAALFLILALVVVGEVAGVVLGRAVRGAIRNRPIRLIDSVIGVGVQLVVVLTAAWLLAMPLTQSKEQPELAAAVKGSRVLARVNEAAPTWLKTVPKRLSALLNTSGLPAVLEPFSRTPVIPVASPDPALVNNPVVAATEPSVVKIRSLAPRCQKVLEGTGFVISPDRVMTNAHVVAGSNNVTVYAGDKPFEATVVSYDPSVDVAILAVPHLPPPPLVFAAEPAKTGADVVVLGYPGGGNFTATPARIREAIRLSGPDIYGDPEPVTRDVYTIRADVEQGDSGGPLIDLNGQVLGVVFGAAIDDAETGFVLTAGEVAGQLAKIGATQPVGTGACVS
DUSP3 inh: VHR1 phosphatase inhibitors, primary screen, biochemical, absorbance, uHTS | Dual specificity protein phosphatase 3 (Homo sapiens), P51452 | recombinant VHR phosphatase, pNPP absorbance | inhibition, % at 13.3 µM | 290,000 tested, 0.52% active | AID 1654, 2009; in the data active = inhibition above about 50%; also: some compounds called inactive have numbers as strong as hits
Target sequence (P51452 whole entry, looked up): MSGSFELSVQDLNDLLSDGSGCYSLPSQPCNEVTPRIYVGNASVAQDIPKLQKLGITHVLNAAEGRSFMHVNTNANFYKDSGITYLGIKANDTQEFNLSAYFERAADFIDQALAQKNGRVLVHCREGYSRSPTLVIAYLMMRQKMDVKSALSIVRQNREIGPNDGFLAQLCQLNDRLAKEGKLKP
Y pestis TopoI: Yersinia pestis topoisomerase I inhibitors, primary screen, biochemical, cleavage product accumulation, plate reader, single point | AID 504884, 2011 | activity, % at 10 µM | Y. pestis Topo-I cleavage product accumulation | 360,000 tested, 0.064% active; in the data active = activity above about 50%, passing the limit was not always enough; inconclusive = no clear call, values can overlap the other calls; also: inactives centre near 2
MazF activator: activators of E. coli MazEF toxin-antitoxin RNase, primary screen, biochemical, fluorescence, uHTS; Endoribonuclease toxin MazF (Escherichia coli (strain K12)), P0AE70; FAM/BHQ RNA-DNA oligo cleavage fluorescence, 5 h; activation, % at 20 µM; 350,000 tested, 0.32% active; in the data active = activation above about 50%
Target sequence (P0AE70 whole entry, looked up): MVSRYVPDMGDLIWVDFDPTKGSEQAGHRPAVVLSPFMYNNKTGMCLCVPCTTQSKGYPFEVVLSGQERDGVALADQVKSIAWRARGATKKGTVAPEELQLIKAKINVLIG
PriA SSB inh: inhibitors of Klebsiella pneumoniae PriA binding to SSB C-terminal tail, primary screen, biochemical, AlphaScreen. AlphaScreen SSBct-PriA binding, biotinylated peptide. inhibition, % at 33 µM. 430,000 tested, 0.6% active. AID 1272365, 2023; in the data active = inhibition mostly above about 37%, no sharp cut-off; inactive = mostly below about 20%;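 also: plate controls were negative control peptide for no effect and reference peptide for full effect; strong numbers were not always called active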
PfHsp40 yeast: rescue of yeast from PfHsp40 toxicity, primary screen, S. cerevisiae, ATP luminescence; S. cerevisiae expressing PfHsp40, growth rescue; growth rescue, % at 12.5 µM; 340,000 tested, 0.68% active; AID 504582, 2011; in the data active = growth rescue above about 28%, passing the limit was not always enough; inconclusive = no clear call, values can overlap the other calls;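 also: yeast W303a lacking pdr1 and pdr3 grown in galactose medium; growth measured after three days at 30 °C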
3CLpro inhibitor: SARS-CoV 3CLpro protease inhibitors, primary screen, biochemical, quenched FRET; 290,000 tested, 0.14% active; Replicase polyprotein 1ab (Severe acute respiratory syndrome coronavirus), P0C6X7; inhibition, % at 6 µM; recombinant SARS-CoV 3CLpro, quenched FRET peptide cleavage; in the data active = inhibition above about 12%
BH1578 lux ind: inducers of Vibrio cholerae quorum light production without autoinducers, primary screen, BH1578 luxS cqsA deficient, single point; V. cholerae BH1578 lux reporter, luminescence, 6 h; activation, % at 18.7 µM; 350,000 tested, 0.16% active; AID 588436, 2011; in the data active = activation mostly above about 9.7%, no sharp cut-off; inconclusive = no clear call, values can overlap the other calls; inactive = mostly below about 3.7%; also: not every result past the cut was called active; inactives centre near 0; reference of the scale not given here
TcdB GH inh: TcdB glycohydrolase inhibitors, primary screen, biochemical, single point, plate reader. Toxin B (Clostridioides difficile), P18177. TcdB glycohydrolase enzymatic assay. inhibition, % at 9.99 µM. 350,000 tested, 0.24% active; in the data active = inhibition above about 10%
Anthrax LF inh2: Bacillus anthracis LF protease inhibitors, primary screen, biochemical, multiplex microsphere, MLPCN library. multiplex microsphere protease cleavage assay. AID 588501, 2011. Lethal factor (Bacillus anthracis), P15917. inhibition, % at 10 µM. 360,000 tested, 0.12% active; in the data active = inhibition above about 30%; inconclusive = no clear call, values can overlap the other calls; also: plate controls were buffer without enzyme for full effect and enzyme alone for no effect
An asterisk follows results filed as active; i = inactive; ? = inconclusive; / = no result given; & = joins results of further samples. Only part of the results is shown (hit frequency here may not be typical).

SMILES	Rv3671c inh	DUSP3 inh	Y pestis TopoI	MazF activator	PriA SSB inh	PfHsp40 yeast	3CLpro inhibitor	BH1578 lux ind	TcdB GH inh	Anthrax LF inh2
O=C(NC1CCCC1)C(c1ccccc1)N(Cc1cccnc1)C(=O)Cc1cccs1 (stereo unspecified)	11	12	-5	1	-7	-0.2	4	-0.2	0.5	-4
CC(C)N1CC(C(=O)Nc2cccc([N+](=O)[O-])c2)CC1=O (stereo unspecified)	9	56*	-2	5	-9	2.1	2	i	1.6	-1
CC(C)N(C(=O)[C@H]1CC(CC(=O)NCCC2=CCCCC2)C(=O)N2CCc3c([nH]c4ccccc34)[C@]12C)C(C)C (stereo partly specified)	-1	/	30	5	2	4.9	/	-0.2	1.0	-5
O=C(/C=N/O)NCC1CCNCC1	1	14	-4	4	/	-0.3	5	i	/	-6
COc1cc(NC(=O)C(C)C)ccc1NC(=O)c1cc2ccccc2o1	-1	9	-6	5	2	5.6	0	0.8	1.3	15
CCOc1ccccc1NC(=O)Cn1nnc(C(=O)NCCc2ccc(OC)c(OC)c2)c1N	0	18	2	-3	-7	0.5	4	i	1.1	-1
C/C(CC(=O)Nc1ccc(OCc2ccccc2)cc1)=N\NC(=O)C(=O)Nc1ccc(C)c(Cl)c1	-2	30	-1	-22	/	0.5	-6	i	/	-1
COc1ccc(C(=O)NNC(=O)CCC(=O)NNC(=O)c2ccc(OC)cc2)cc1	-7	-17	-7	5	5	-1.2	-4	-0.2	0.3	1
CN(C)CC/C=C1/c2cc(F)ccc2CSc2ccc(F)cc21	5	8	-2	0	2	0.0	-5	i	/	-4
CCN1C(=O)[C@H]2[C@@H](c3ccc(C)cc3)N[C@]3(CCCN(Cc4ccc(F)cc4)C3=O)[C@H]2C1=O	/	/	1	5	/	/	/	i	-0.6	0
CCNC(=O)C1CCCN(C(=O)c2cccc(C#N)c2)CC1 (stereo unspecified)	/	/	1	/	/	/	/	5.0	-2.3	-5
Cc1cc(NC(=O)CCC(=O)N(CC(=O)NCC2CCCO2)c2ccc(F)c(Cl)c2)no1 (stereo unspecified)	-2	5	6	3	5	0.3	-5	-0.3	2.2	-4
CCN(CC)S(=O)(=O)c1ccc(C(=O)NNC2=NS(=O)(=O)c3ccccc32)cc1	-11	-8	0	6	4	-1.8	2	i	1.3	1
O=c1[nH]c(=S)[nH]c(O)c1N=Nc1ccc2c(c1)OCO2	-33	30	0	-3	-4	-0.5	5	i	-1.0	-2
Fc1ccc(CSc2ccc3nnc(-c4cccnc4)n3n2)cc1	1	17	5	-1	6&-8	0.1	2	1.1	0.8	-1
O=C(COC(=O)CN1C(=O)NC2(CCCCC2)C1=O)Nc1cc(F)ccc1F	1	/	0	6	-8	-0.5	/	-0.2	2.0	7
CSc1cccc(NC(=S)N2CCC(N(C)C3CCCC3)CC2)c1	0	-12	4	-6	1	1.5	-3	-0.4	-0.1	-1
COc1ccccc1C/C(N)=N/OC(=O)COc1cccc2ccccc12	-10	15	-5	-6	/	4.1	2	i	0.3	-12
O=C(N/C(=C\c1ccccc1)C(=O)N1CCOCC1)c1ccco1	0	-7	6	13	-8	1.4	-6	0.6	0.0	-1
Cc1nc2ccccc2n1C(=O)N(C)C	-2	27	11	13	-21	0.7	-2	-1.9	-0.3	-8

Part of the list above in order of heavy-atom count, falling:
SMILES	Rv3671c inh	DUSP3 inh	Y pestis TopoI	MazF activator	PriA SSB inh	PfHsp40 yeast	3CLpro inhibitor	BH1578 lux ind	TcdB GH inh	Anthrax LF inh2
CCN1C(=O)[C@H]2[C@@H](c3ccc(C)cc3)N[C@]3(CCCN(Cc4ccc(F)cc4)C3=O)[C@H]2C1=O	/	/	1	5	/	/	/	i	-0.6	0
Cc1cc(NC(=O)CCC(=O)N(CC(=O)NCC2CCCO2)c2ccc(F)c(Cl)c2)no1 (stereo unspecified)	-2	5	6	3	5	0.3	-5	-0.3	2.2	-4
CCN(CC)S(=O)(=O)c1ccc(C(=O)NNC2=NS(=O)(=O)c3ccccc32)cc1	-11	-8	0	6	4	-1.8	2	i	1.3	1

Returning to the listing, repeating the 2 entries before the break.
SMILES	Rv3671c inh	DUSP3 inh	Y pestis TopoI	MazF activator	PriA SSB inh	PfHsp40 yeast	3CLpro inhibitor	BH1578 lux ind	TcdB GH inh	Anthrax LF inh2
O=C(N/C(=C\c1ccccc1)C(=O)N1CCOCC1)c1ccco1	0	-7	6	13	-8	1.4	-6	0.6	0.0	-1
Cc1nc2ccccc2n1C(=O)N(C)C	-2	27	11	13	-21	0.7	-2	-1.9	-0.3	-8
COc1cccc(/C=N/NC(=O)c2cnn(-c3ccccc3)c2N)c1	-14	0	0	-2	i	1.0	0	-0.5	0.6	-11
COc1ccc(/C=C/C(=O)c2c(O)n(CCC3=CCCCC3)c(=O)[nH]c2=O)cc1OC	-5	19	-3	-36	-1	0.2	2	-0.1	1.0	-7
Cc1ccc(C(=O)Nc2cccc(-c3ccc(N4CCOCC4)nn3)c2)cc1	-4	/	18	-11	-2	0.8	/	i	0.8	/
Cc1ccc(C(=O)NCC2CCCO2)cc1N1CCCC1=O (stereo unspecified)	4	-3	-3	1	-12	-0.3	1	5.0	/	2
O=C(O)c1ccc(-n2c(=O)c3ccccc3c3ccccc3c2=O)cc1	-2	10	8	3	-9	0.3	-3	-0.3	-0.2	-2
CC(C)C(=O)NC(=S)Nc1ccc(S(=O)(=O)N(C)C)cc1	-1	2	0	-3	-7	0.4	-6	-0.2	-0.1	0
CCCn1c(N2CCN(CC(=O)Nc3ccc4c(c3)OCCO4)CC2)nc2ccccc21	3	-8	12	6	7	0.5	3	-0.5	/	-18
COc1ccc(OC)c(C(c2c(O)c3ccccc3oc2=O)c2c(C)n(C)n(-c3ccccc3)c2=O)c1 (stereo unspecified)	6	37	-10	5	-3	46*	0	-3.7	-2.5	-4
CCN(CC(=O)Nc1ccc(OC)cc1)C(=O)c1ccccc1Sc1ccccc1C#N	-1	/	21	-28	17	0.6	/	-0.2	1.2	0
Cc1ccc(Cn2nnc3c(=O)[nH]c(C4CCCN(C(=O)Nc5ccc(F)cc5F)C4)nc32)cc1 (stereo unspecified)	-5	25	-9	2	-8	2.0	-2	i	/	-2
Cc1ccc(CNC(=O)c2ccc(NS(=O)(=O)c3cccs3)cc2)cc1	-9	12	8	0	-3	1.9	-3	i	1.3	-1
O=C1CSC(c2ccccn2)N1c1ccc(Cl)c(Cl)c1 (stereo unspecified)	-5	31	-3	0	-4	1.0	2	-0.3	/	-1
Brc1ccc(OCc2ccccc2)c(CNCc2ccncc2)c1	-7	-11	47	5	-5	122*	-6	-0.8	/	-9
CCOC(=O)c1c(NC(=O)CSc2n[nH]c(N)n2)sc(CC)c1C	-17	-3	6	-3	-1	2.2	2	-0.4	/	0
Cn1c(SCC(=O)Nc2nc3c(s2)CCCC3)nnc1-c1ccccc1	-9	29	-2	-7	-6	0.8	4	-0.2	/	-6
CCc1ccc(S(=O)(=O)NCCOc2cccc3cccnc23)cc1	9	2	29	4	-15	1.5	-1	-0.5	-0.5	6
CCCN(CC1CC1)C(=S)Nc1ccccc1F	4	30	-5	-3	-17	0.0	-4	-0.3	1.2	-3
CC1OC(Nc2ccc(OC(F)(F)F)cc2)C(O)C(O)C1O (stereo unspecified)	1	20	-3	7	-17	-1.2	6	i	/	6
S=c1[nH]c2cnccc2n1Cc1ccccc1	-3	14	-9	-7	-3	-0.6	-5	0.6	0.1	-2
COc1ccccc1CN(C)CC(=O)Nc1ccc(Cl)cc1C(F)(F)F	-1	-5	?	-6	-58	-2.0	-1	-0.2	1.9	3
CN1CCN(S(=O)(=O)c2ccc(Sc3nnc(-c4cccs4)n3-c3ccccc3)nc2)CC1	2	2	43	3	-3	-2.2	2	2.9	/	4
Cc1cc(Cl)ccc1-c1nc(NCc2ccccc2)nc2ccsc12	/	/	8	/	/	/	/	-0.7	1.2	10
CCOc1ccc(C(C)=O)cc1CSc1nc(C)cc(C)n1	-1	8	13	-1	-21	0.5	5	-0.4	1.0	-3
Cc1cccc(N=Nc2c(C)[nH]n(C(N)=S)c2=O)c1C	9	22	/	/	/	/	-1	/	0.9	/
CC(=O)Nc1ccc(NC(=O)CCCNC(=O)c2ccc(Cl)cc2)cc1	0	-14	0	3	-15	-0.5	3	-0.2	2.0	4
COc1cccc(S(=O)(=O)N(C)C[C@@H]2OCc3cn(nn3)CCCC(=O)N([C@@H](C)CO)C[C@H]2C)c1	/	/	5	4	/	/	/	-0.3	0.7&-1.4	-11
COc1ncccc1C(=O)N1CCCC(N2CCN(c3ccc(F)cc3)CC2)C1 (stereo unspecified)	-9	10	0	8	-5	-0.6	6	-0.2	3.1	2
Cc1ccc(C23CC4CC(CC(C(=O)NN)(C4)C2)C3)cc1	/	5	3	-4	-11	1.2	3	i	-1.3	-16
CCOc1ccc(N2C(=O)CC(NC3CCCCNC3=O)C2=O)cc1 (stereo unspecified)	-4	9	-5	0	-3	0.4	0	i	/	-2
COc1ccccc1C(=O)COC(=O)c1cccs1	-4	/	12	1	-20	-1.1	/	i	0.9	-4
OCCC1CN(Cc2nc(-c3ccccc3)cs2)CCN1CCc1ccccc1 (stereo unspecified)	-3	26	19	-6	-8	0.8	-3	/	1.7	0
O=C1C=C(c2ccccc2)CC(c2cccs2)C1n1cnc([N+](=O)[O-])c1 (stereo unspecified)	-8	28	-2	5	15	-2.5	1	i	/	1

Random excerpt: 4 records from the list.
SMILES	Rv3671c inh	DUSP3 inh	Y pestis TopoI	MazF activator	PriA SSB inh	PfHsp40 yeast	3CLpro inhibitor	BH1578 lux ind	TcdB GH inh	Anthrax LF inh2
CN1CCN(S(=O)(=O)c2ccc(Sc3nnc(-c4cccs4)n3-c3ccccc3)nc2)CC1	2	2	43	3	-3	-2.2	2	2.9	/	4
Cc1cc(Cl)ccc1-c1nc(NCc2ccccc2)nc2ccsc12	/	/	8	/	/	/	/	-0.7	1.2	10
CCOc1ccc(N2C(=O)CC(NC3CCCCNC3=O)C2=O)cc1 (stereo unspecified)	-4	9	-5	0	-3	0.4	0	i	/	-2
COc1ccccc1C(=O)COC(=O)c1cccs1	-4	/	12	1	-20	-1.1	/	i	0.9	-4

Compound activity deposited in PubChem BioAssay by several laboratories.
